TAG inh = reduces triacylglycerol accumulation in H9c2 cells | hit rate 0.66% among 230,000 | Nile Red lipid (TAG) fluorescence; cells loaded with 200 µM oleic acid | inhibition, % at 12.5 µM;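 active means pattern-corrected inhibition of lipid staining of at least 50% with the nuclear-stain viability signal not falling by more than 50%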;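 further: 0% = DMSO wells and 100% = triacsin C control wells; some results filed as inactive read as strong as hits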
TAG inh DAPI viability = further read-out of TAG inh, marked with its call; DAPI nuclei signal change (viability), lower = more cytotoxic, %;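 whole-well DAPI fluorescence read on a plate reader as a viability signal; minus 50 percent equals half of cells still viable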
* hit, by the source's call; i = inactive. Not all compounds are listed; rates above refer to the full screens.

SMILES | TAG inh | TAG inh DAPI viability
COc1ccc(-c2[nH]nc3c2C(c2ccncc2)C(C#N)=C(N)O3)cc1 (configuration not stated) | -6.0 | 4.9
CC1=C(C(=O)OCC2CCCO2)C(c2ccc(C)o2)C2=C(CC(c3ccc(F)cc3)CC2=O)N1 (configuration not stated) | -0.9 | -6.2
Cc1nccn1S(=O)(=O)c1ccc(Br)cc1Br | 19.8 | 9.4
COC(=O)Nc1sc2nc(C)cc(C)c2c1-n1cccc1 | 9.6 | 4.1
Cc1ccc(CN2CCN(/N=C/c3ccco3)CC2)c(C)c1 | 7.2 | 2.2
COc1ccccc1NS(=O)(=O)c1ccc(Cl)c(NC(=S)NC(=O)C2CCCC2)c1 | -13.1 | 1.8
O=S(=O)(NCCc1ccccc1)c1ccccc1 | -12.2 | -1.1
CN(CCC1CCOCC1)C(=O)CC1C(=O)NCCN1CC1CCCCC1 (configuration not stated) | 1.8 | 7.8
CCOP(=O)(OCC)C(Nc1ccc(C)cc1)c1ccco1 (configuration not stated) | -8.1 | 0.8
CCN(c1ccccc1)S(=O)(=O)c1ccc(OCC(F)(F)F)c(NC(=O)c2ccc(=O)[nH]c2)c1 | 1.4 | -18.0
COc1ccc(C2Nc3ccccc3C(=O)N2C2CCCCC2)cc1 (configuration not stated) | 4.8 | 15.4
O=C(c1ccco1)N1CCN(C(=O)c2cc(=O)[nH]c3ccccc23)CC1 | -3.4 | 0.4
CCCCCCCCn1c(=O)c(C(=O)OC)c(N)c2ccccc21 | 7.0 | -13.6
O=C(c1cc2ncc(Br)cn2n1)N1CCN(C(=O)c2ccco2)CC1 | 3.3 | 2.4
Cn1nc(-c2ccccc2)cc1NC(=O)C1CCCCC1 | -4.0 | 7.6
N#CCC(=O)N/N=C/c1cccc(Oc2ccccc2)c1 | 13.1 | -2.7
O=C(NC1CC1)c1ccc(NS(=O)(=O)c2ccc(F)cc2)cc1 | -10.6 | 0.1
Cc1onc(-c2c(Cl)cccc2Cl)c1C(=O)N=C(N)N1CCOCC1 | 6.9 | 3.9
O=C(NCCN1CCOCC1)c1cc2cc([N+](=O)[O-])ccc2s1 | -9.3 | 2.6
Cc1ccc(C(=O)C(OC(=O)CCC(=O)Nc2cccc(C)c2)c2ccccc2)cc1 (configuration not stated) | -3.2 | -3.6
COC(=O)c1ccc(CN2CCCC(CCC(=O)NCc3ccc(C)o3)C2)cc1 (configuration not stated) | 0.0 | 0.8
Cc1c(C(=O)O)sc(S(=O)(=O)N2CCN(C(=O)CC(C)c3ccccc3)CC2)c1C(=O)O (configuration not stated) | 4.3 | 0.5
Cc1c(Cc2ccccc2)c(=O)oc2c(CN(C)C)c(O)c(Cl)cc12 | -13.3 | i
CS(=O)(=O)c1ccc2nc(NC(=O)CCC(=O)c3cccs3)sc2c1 | 20.7 | 5.9
C[C@H](CO)N1C[C@H](C)[C@@H](CN(C)C(=O)NC2CCCCC2)Oc2ccc(NC(=O)c3ccncc3)cc2C1=O | -9.9 | -3.1
Further results follow.
SMILES | TAG inh | TAG inh DAPI viability
CC(=O)NC1(c2ccccc2)CCN(Cc2nnnn2C(C)(C)C)CC1 | 0.8 | 9.3
CCCn1c(CCNc2nc(-c3ccc(Cl)c([N+](=O)[O-])c3)cs2)nc2cc(Cl)c(Cl)cc21 | 2.8 | 7.2
Cc1cn([C@H]2C[C@H](O)[C@@H](CNS(=O)(=O)N3CCCC3)O2)c(=O)[nH]c1=O | -7.9 | 24.6
COc1ccc(CSCC(=O)Nc2ccccc2SC)cc1 | -38.5 | 4.2
O=C1CC(NCc2ccncc2)C(=O)N1c1ccccc1 (configuration not stated) | -6.6 | 5.3
Oc1ccccc1C(=S)N1CCN(c2cccc(Cl)c2)CC1 | -10.9 | 3.2
COc1ccc(/C=N/NC(=O)CCn2nnc3ccccc32)cc1 | 2.2 | -5.1
Cc1ccc(NC(=O)COc2ccc(/C=C3/NC(=O)NC3=O)cc2)cc1 | 11.4 | 4.5
S=c1[nH]nc(Cc2ccc(Cl)cc2)o1 | -12.1 | 7.7
Cc1cc(SC(C)C(=O)O)nc2ccccc12 (configuration not stated) | 4.2 | -1.2
O=C1CNC(=O)N1 | 4.5 | 7.0
O=C(N/N=C/C1CC=CCC1)c1cc(-c2cccnc2)nc2ccccc12 (configuration not stated) | 7.6 | 9.7
COc1ccc(C(=O)ON=C2CCN(c3ccc([N+](=O)[O-])cc3)CC2)cc1 | -17.2 | 5.1
CCn1c(C)c(C(C)=O)c(N2CCN(c3cccc(Cl)c3)CC2)nc1=S | -18.0 | 5.6
Cc1nc(OCC(C)C)c2sc3nc4c(cc3c2n1)COC(C)(C)C4 | -10.0 | -1.1
Cn1c(SCC(=O)Nc2ccccc2F)nnc1C1CCCCC1 | 2.2 | 2.7
O=[N+]([O-])c1ccn(-c2nc(-c3cccs3)cc(C(F)(F)F)n2)n1 | -2.5 | 4.7
CCN(CC)C(=O)CC(c1ccc(N(C)C)cc1)c1c(OC)cc(OC)c2c(-c3ccccc3)cc(=O)oc12 (configuration not stated) | -1.7 | 2.8
CCOc1ccccc1N(CC(=O)NC1CCCC1)C(=O)CCC(=O)Nc1cc(C)on1 | -9.8 | 5.3
COCCn1nnnc1C(c1ccc(C)cc1)N1CCN(Cc2ccc3c(c2)OCO3)CC1 (configuration not stated) | -15.1 | 4.7
CCCC1=C(C(=O)OCC)C(c2sccc2C)n2ncnc2N1 (configuration not stated) | -2.9 | -6.1
CC1(C)NC(=O)N(CC(=O)OCc2cc(=O)n3cc(Br)ccc3n2)C1=O | 0.8 | 4.0
O=S(=O)(c1cccc(NC(=S)N2CCN(c3cccc(Cl)c3)CC2)c1)C(F)F | 0.9 | 15.7
C/C(=N\N(c1ccccc1)c1ccccc1)c1ccco1 | -16.8 | -4.1
CCCCC(=O)Nc1ccccc1N1CCN(c2ccc(F)cc2)CC1 | -11.2 | -9.2
The listing continues.
SMILES | TAG inh | TAG inh DAPI viability
NNC(=O)[C@H](Cc1ccccc1)NC(=O)Nc1ccc2c(c1)OCCO2 | -10.1 | 7.2
COc1cc(S(=O)(=O)N2CCOCC2)ccc1NC(=O)c1cc2c(s1)CCC2 | 25.6 | -11.2
CC1CCCC(NC(=O)CSc2nccn2C)C1C (configuration not stated) | 5.2 | 0.1
Cc1[nH]c(=O)[nH]c(=O)c1S(=O)(=O)N1CCOCC1 | 8.0 | 9.9
C/C(=N\NC(=O)c1cccc(Br)c1)c1ccc(Br)cc1 | -39.4 | 5.0
O=C(NCCc1ccncc1)Nc1cccc(Cl)c1 | -2.1 | 12.2
CC(=O)Nc1ccc(NC(=O)c2ccc(Cl)nc2)cc1 | 1.2 | -6.2
COc1ccc(CN2CCNC(=O)C2CC(=O)N(C)Cc2nccs2)cc1OC (configuration not stated) | 5.9 | 0.5
CCOC(=O)Cn1c(C)c(Br)c(=O)c2cccc(C)c21 | 4.8 | 5.2
O=C(CNC(=O)C12CC3CC(CC(C3)C1)C2)N1CCCC(C(F)(F)F)C1 (configuration not stated) | -1.5 | -8.8
Cc1nc2cc(NC(=O)Nc3cccc(F)c3)ccc2n1C | -6.4 | 14.6
COC(=O)c1c(C)[nH]c(C=Nc2ccc(OC)cc2)c1C | -4.4 | 7.2
COc1ccc(C2=NO[C@@H]3C(=O)N(c4c(C)cccc4C)C(=O)[C@H]23)cc1OC | -4.9 | -6.1
COc1nccc(-c2ccc(F)cc2)c1C#N | -1.5 | -3.6
Cc1ccc(S(=O)(=O)CCC(=O)OCC(=O)c2ccc(F)cc2)cc1 | 4.3 | -2.2
Cn1ccnc1SCC(=O)c1ccc(F)cc1 | 2.1 | -6.1
Cc1ccc(C(=O)NCCCNCCCNC(=O)c2ccc(C)nc2)cn1 | -7.8 | -4.3
CC(=O)Nc1cccc(C(=O)OCC(=O)Nc2c(C)nn(-c3ccccc3)c2C)c1 | 2.7 | 4.7
Cc1nn(-c2ccccc2)nc1CNC(=O)CC(C)(C)C | -1.2 | 0.4
Cc1c(C(=O)NCc2ccco2)oc2c(Cl)cccc12 | 4.0 | -0.3
c1csc(COc2ccccc2CNC2CCCCC2)c1 | -7.9 | 19.3
O=C(O)c1cc(Br)ccc1NS(=O)(=O)c1cccc2nsnc12 | 9.5 | -1.8
Cc1nn2c(-n3ccnc3)c3c(nc2c1-c1ccccc1)CCC3 | 26.3 | 3.2
CCOC(=O)C1=CCC2c3c(c4ccccc4n3C)C(=O)C1N2C(=O)OC(C)(C)C (configuration not stated) | 0.5 | -2.4
O=C(Nc1ccc(F)c(Cl)c1)c1cc(C2CCCCN2C(=O)CCc2ccccc2)on1 (configuration not stated) | 12.9 | -13.8

Compounds listed so far containing a CF3 group (3):
SMILES | TAG inh | TAG inh DAPI viability
CCN(c1ccccc1)S(=O)(=O)c1ccc(OCC(F)(F)F)c(NC(=O)c2ccc(=O)[nH]c2)c1 | 1.4 | -18.0
O=[N+]([O-])c1ccn(-c2nc(-c3cccs3)cc(C(F)(F)F)n2)n1 | -2.5 | 4.7
O=C(CNC(=O)C12CC3CC(CC(C3)C1)C2)N1CCCC(C(F)(F)F)C1 (configuration not stated) | -1.5 | -8.8

Next section.
SMILES | TAG inh | TAG inh DAPI viability
COc1ccc(NC(=O)CNS(=O)(=O)c2cccc3nonc23)c(OC)c1 | -4.3 | 0.9
CC(=O)c1ccc(NC(=S)N2c3ccccc3CC2C)cc1 (configuration not stated) | 11.5 | -14.7
CSc1ccc(C#N)cc1NC(=O)c1ccccc1C | 7.6 | -6.5
C[C@@H]1CN([C@H](C)CO)C(=O)c2cc(Br)cnc2O[C@@H]1CN(C)Cc1ccc(F)cc1 | 8.3 | -2.7
Cc1[nH]c2ccccc2c1C(=O)C(=O)N1CC(C)OC(C)C1 (configuration not stated) | -11.2 | -6.8
CC(C)CN(C(=O)COC(=O)CSc1ccccc1F)c1c(N)n(Cc2ccccc2)c(=O)[nH]c1=O | 6.5 | -1.9
COc1ccc(/C=C/C(=O)OCC(=O)N2CCN(S(=O)(=O)c3ccc(C)cc3C)CC2)cc1OC | -1.7 | 8.4
CC(=O)c1cccc(OCC(=O)c2cc(C)n(-c3cc(C)on3)c2C)c1 | 7.9 | -1.9
CCCCN(C(=O)c1ccc(S(=O)(=O)N(C)c2ccccc2)cc1)c1c(N)n(CCC)c(=O)[nH]c1=O | -13.3 | 0.0
NS(=O)(=O)c1ccc(Sc2ccccn2)c([N+](=O)[O-])c1 | -20.5 | 10.8
C=CCn1c(SCC(=O)Nc2cc(C)ccc2OC)nnc1-c1ccco1 | -2.9 | -10.1
Nc1nc2c(s1)CC(c1ccccc1)CC2 (configuration not stated) | -5.4 | 2.0
C=CCN(c1ccccc1C(=O)O)S(=O)(=O)c1ccc(C)cc1 | -6.1 | 2.9
CCOc1ccc(-n2ccnc2SCC(=O)NCc2ccc3c(c2)OCO3)cc1 | 0.2 | -3.6
COC(=O)NC1CSCC1OC(=O)CCN1C(=O)c2ccccc2C1=O (configuration not stated) | -3.8 | -3.7
O=c1cc(N2CCc3ccccc32)[nH]c(=O)n1-c1ccccc1Cl | -3.5 | 5.6
O=C(Nc1cccc(Cl)c1)c1cc(S(=O)(=O)N2CCOCC2)cs1 | -3.7 | 2.3
O=C(Nc1cccc(Cl)c1)Nc1nnc(-c2ccccc2)o1 | 30.6 | -9.8

Rewritten as tab-separated lines: part of the list above.
SMILES	TAG inh	TAG inh DAPI viability
Cc1[nH]c2ccccc2c1C(=O)C(=O)N1CC(C)OC(C)C1 (configuration not stated)	-11.2	-6.8
CC(C)CN(C(=O)COC(=O)CSc1ccccc1F)c1c(N)n(Cc2ccccc2)c(=O)[nH]c1=O	6.5	-1.9
COc1ccc(/C=C/C(=O)OCC(=O)N2CCN(S(=O)(=O)c3ccc(C)cc3C)CC2)cc1OC	-1.7	8.4
CC(=O)c1cccc(OCC(=O)c2cc(C)n(-c3cc(C)on3)c2C)c1	7.9	-1.9
CCCCN(C(=O)c1ccc(S(=O)(=O)N(C)c2ccccc2)cc1)c1c(N)n(CCC)c(=O)[nH]c1=O	-13.3	0.0
NS(=O)(=O)c1ccc(Sc2ccccn2)c([N+](=O)[O-])c1	-20.5	10.8
C=CCn1c(SCC(=O)Nc2cc(C)ccc2OC)nnc1-c1ccco1	-2.9	-10.1
